Compound activity as filed in PubChem BioAssay.
IDE act: activators of human insulin-degrading enzyme in cells. HEK cells, FAbeta-B cleavage, fluorescence polarization; 0% vehicle, 100% cell-free pure enzyme wells. 340,000 compounds, 0.073% hits. activation, % at 5.96 µM. AID 493087;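 active means activation above the mean of all tested compounds plus 3 SD, set per screening campaign, cut at about 17% in these data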
GPR7 antagonist: antagonists of human GPR7 (neuropeptides B/W receptor 1) | AID 1861 | GPR7-expressing cells, fluorescence antagonist assay | P48145 | inhibition, % at 4.4 µM | 290,000 compounds, 1.1% hits; in the data active means inhibition above about 16%, passing the limit was not always enough;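 further: cells stimulated with the agonist NPW; 0% = agonist with vehicle and 100% = vehicle without agonist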
PHOSPHO1 block: inhibitors of human PHOSPHO1 phosphatase. Q8TCT1. recombinant PHOSPHO1, absorbance phosphatase assay. inhibition, % at 13.3 µM. 290,000 compounds, 1.1% hits; in the data active means inhibition above about 60%
IDE inh: inhibits human insulin-degrading enzyme in HEK cells | FAbetaB cleavage, fluorescence polarization | P14735 | AID 434962 | 320,000 compounds, 0.41% hits | inhibition, % at 5.59 µM;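 active means percent inhibition above the average of all tested compounds plus 3 SD, set per screening campaign, cut at about 16% in these data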;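 further: IDE supplied by intact live HEK cells; FP after avidin binding of uncleaved biotin substrate so inhibition keeps polarization high; 0% = DMSO wells and 100% = 60 µM reference IDE inhibitor Ii1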
NALP1 inh: inhibitors of NALP1 inflammasome in yeast; inhibition, % at 10 µM; 280,000 compounds, 0.61% hits; S. cerevisiae NALP1/ASC/caspase-1 growth, X-gal OD620, 72 h; AID 2071; in the data active means inhibition mostly above about 24%, no sharp cut-off; inactive means mostly below about 32%; further: some compounds called inactive have numbers as strong as hits
IMP-1 inhibitor: blocks Pseudomonas aeruginosa IMP-1 metallo-beta-lactamase; purified IMP-1, nitrocefin hydrolysis, epi-absorbance fluorescence; inhibition, % at 5.6 µM; AID 1556; 290,000 compounds, 0.45% hits;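 active means inhibition above the mean plus 3 SD of all compounds in the same screening run, cut at about 4.5% in these data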;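 further: 0% = IMP-1 with DMSO and 100% = DMSO wells lacking enzyme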
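System: purified IMP-1 / Input: IMP-1 dispensed at 0.2 nM / Medium: 50 mM HEPES pH 7.1, 50 µM ZnSO4, 0.05% Brij 35 / Timing: 15 min enzyme–compound preincubation, then 25 min nitrocefin reaction, 25 °C / Technique: plate fluorescence quenching by hydrolysis product, ex 480/em 530 nm / Repeats: singlicate testing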
VIM-2 inhibitor: inhibitors of Pseudomonas aeruginosa VIM-2 metallo-beta-lactamase | purified VIM-2, nitrocefin hydrolysis, epi-absorbance fluorescence | inhibition, % at 5.6 µM | 290,000 compounds, 0.89% hits | AID 1527;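 active means inhibition above the mean of all tested compounds plus 3 SD, cutoff set per screening run, cut at about 7.5% in these data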;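 further: red hydrolysis product quenches plate fluorescence so inhibitors raise well fluorescence; 0% = enzyme with DMSO and 100% = DMSO without enzyme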
M18AAP inhibitor: PfM18AAP enzyme inhibition. recombinant PfM18AAP, H-Glu-NHMec fluorogenic cleavage. AID 1822. 290,000 compounds, 1.2% hits. inhibition, % at 7.35 µM;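 active means inhibition above the campaign mean inhibition over all tested compounds plus 3 SD, cut at about 28% in these data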;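 further: 0% = plate median of test compound wells and 100% = 2 mM ZnCl2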
pCIP destab: p/CIP protein destabilization; Q05BA5; F442A p/CIP-EGFP cells, EGFP fluorescence, 16 h; decrease of EGFP signal, % at 10 µM; 290,000 compounds, 0.01% hits; AID 1984;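 active means EGFP signal decrease of at least 30% at 10 µM or well 3 SD below plate mean, unless failing retest; inactive means the rest, including hits failing retest or dose response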; further: some compounds called inactive have numbers as strong as hits; many of its hits are not listed in these tables
Target sequence (Q05BA5 1-1403): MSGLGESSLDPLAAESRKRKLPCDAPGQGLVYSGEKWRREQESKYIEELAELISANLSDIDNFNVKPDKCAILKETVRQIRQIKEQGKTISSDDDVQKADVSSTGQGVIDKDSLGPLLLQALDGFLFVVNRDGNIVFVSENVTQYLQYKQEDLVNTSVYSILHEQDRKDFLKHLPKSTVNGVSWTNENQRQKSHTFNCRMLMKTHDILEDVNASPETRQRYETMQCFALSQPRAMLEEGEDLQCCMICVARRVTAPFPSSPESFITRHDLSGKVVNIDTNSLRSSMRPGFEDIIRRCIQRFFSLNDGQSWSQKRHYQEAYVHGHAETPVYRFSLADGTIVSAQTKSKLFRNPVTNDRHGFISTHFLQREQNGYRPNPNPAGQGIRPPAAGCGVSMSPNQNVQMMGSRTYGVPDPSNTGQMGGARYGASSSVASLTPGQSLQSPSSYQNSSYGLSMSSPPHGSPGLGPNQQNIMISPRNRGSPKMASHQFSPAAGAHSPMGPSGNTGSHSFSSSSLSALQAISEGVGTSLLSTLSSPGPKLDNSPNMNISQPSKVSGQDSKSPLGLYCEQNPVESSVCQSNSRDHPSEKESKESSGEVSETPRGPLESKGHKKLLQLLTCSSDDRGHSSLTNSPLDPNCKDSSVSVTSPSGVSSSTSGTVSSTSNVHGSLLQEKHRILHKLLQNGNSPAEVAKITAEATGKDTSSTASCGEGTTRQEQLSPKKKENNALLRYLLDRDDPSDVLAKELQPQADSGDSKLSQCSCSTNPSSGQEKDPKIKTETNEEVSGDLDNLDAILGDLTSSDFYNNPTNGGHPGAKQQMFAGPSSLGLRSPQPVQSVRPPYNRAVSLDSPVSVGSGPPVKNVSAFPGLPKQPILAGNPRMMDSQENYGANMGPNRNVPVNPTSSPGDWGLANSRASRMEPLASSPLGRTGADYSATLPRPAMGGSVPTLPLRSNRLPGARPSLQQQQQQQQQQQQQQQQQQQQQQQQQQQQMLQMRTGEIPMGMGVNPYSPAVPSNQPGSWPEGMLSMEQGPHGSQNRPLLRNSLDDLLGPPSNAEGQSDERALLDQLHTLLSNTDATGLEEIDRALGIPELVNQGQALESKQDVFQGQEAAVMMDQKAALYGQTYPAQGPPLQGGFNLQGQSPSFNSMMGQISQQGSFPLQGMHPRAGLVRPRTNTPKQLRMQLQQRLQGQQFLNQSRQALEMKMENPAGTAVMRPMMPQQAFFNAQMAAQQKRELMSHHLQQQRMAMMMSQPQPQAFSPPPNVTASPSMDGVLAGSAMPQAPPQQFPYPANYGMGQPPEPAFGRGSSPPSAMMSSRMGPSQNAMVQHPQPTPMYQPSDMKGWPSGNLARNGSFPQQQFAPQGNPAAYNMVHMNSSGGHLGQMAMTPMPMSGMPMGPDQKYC
An asterisk follows results filed as active; / = no result given; & = joins results of further samples.

IDE act	GPR7 antagonist	PHOSPHO1 block	IDE inh	NALP1 inh	IMP-1 inhibitor	VIM-2 inhibitor	M18AAP inhibitor	pCIP destab	Molecule
8	-9	3	4	22	-3.9	-2.4	-2	11	O=C(CN1C(=O)c2cccc3cccc1c23)N1CCN(c2ccc(F)cc2)CC1
6	-8	-2	-6	23	-1.5	-4.6	4	6	COc1cccc(C(=O)Cn2c(NCCO)nc3ccccc32)c1
4	-4	1	1	11	-0.6	1.8	-12	11	Cc1cccc(OCC(=O)Nc2ccc3nc(C)sc3c2)c1
-4	4	33	-3	4	-2.2	-4.9	-7	-2	COc1ccc(COc2ccsc2C(=O)Nc2ccc(Cl)c(Cl)c2)cc1
-1	-17	3	0	3	-4.3	-0.7	-1	-2	COc1cc(SC)ccc1C(=O)NCCCn1ccnc1
3	-1	-7	3	0	0.1	1.9	-11	10	COC(=O)COc1cccc(NC(=O)c2cccc(C)c2)c1
-7&-1	-6	15	-1&-1	15	-6.4	-4.8	-7	-6	Cc1ccc(O)c([C@H](CCN(C(C)C)C(C)C)c2ccccc2)c1
1	-8	17	3	12	-0.3	-1.2	3	4	CCOCC(=O)Nc1nc(-c2ccccc2)c(CC)s1
2	-18	43	/	3	-2.3	-1.3	5	-14	C/C(=N\NC(=O)C1CC1)c1ccccc1Br
1	6	/	-7	7	-2.8	1.1	-6	-12	Cc1ccc(CN2C(=O)CSC2c2ccc(F)cc2)cc1 (stereo unspecified)
5	-3	13	6	6	-1.9	-0.2	5	-14	COc1ccc(N(CC(=O)NCc2ccco2)S(=O)(=O)c2c(C)nn(C)c2C)cc1
3	-4	-7	-2	6	-2.9	-1.4	0	-5	COCC(=O)Nc1nnc(Cc2ccc(OC)cc2)s1
2	-11	9	-5	0	-1.0	1.1	-4	3	c1cncc(CNc2ncnc3sc4c(c23)CCCC4)c1
-16	0	0	3	17	-3.4	-0.8	7	-13	CN(C)CCCN1C(=O)c2oc3ccccc3c(=O)c2C1c1cccs1 (stereo unspecified)
0	-4	31	2	16	-1.2	-3.5	1	-5	NS(=O)(=O)c1ccc(CCNC(=O)C(=O)NCC2OCCN2S(=O)(=O)c2cc(F)ccc2F)cc1 (stereo unspecified)
2	-5	24	4	17	-1.6	-3.0	5	7	CCOc1cccc(CN2CCC(Oc3ccc(C(=O)NCc4ccccn4)cc3)CC2)c1
0	3	3	-3	9	-3.1	-1.1	5	-7	CN1C(=O)CSc2ccc(NC(=O)NCc3cccnc3)cc21
0	1	-7	-5	/	1.5	0.5	-22	-8	Cc1nn(-c2ccccc2)c(N2CCCC2)c1/C=N/Nc1ccc(S(=O)(=O)Nc2ccccc2)cc1[N+](=O)[O-]
/	-6	-10	3	11	-4.1	-2.0	43*	7	COc1cc(/C=N\Nc2ccc([N+](=O)[O-])cn2)ccc1OCC(=O)O
1	22	-3	/	-5	1.1	-1.1	8	-1	CCc1cc2c(=O)oc(-c3ccc(Br)cc3)nc2s1
6	4	19	5	23	-5.4	-1.9	-4	-7	O=C(NCCO)C1(c2ccccc2)CCCC1
3	10	17	-3	12	-3.3	-2.9	7	1	CC(=O)C1=C(O)C(=O)N(c2nccs2)C1c1ccc(Br)cc1 (stereo unspecified)
1	-5	-13	8	40	-0.9	-2.0	0	3	O=C(Nc1cccc(-c2nc3ccccc3s2)c1)C1=COCCO1
9	-14	12	9	-1	-0.6	-4.3	-1	11	Cn1c(=O)n(Cc2ccccc2)c(=O)c2c1nc(NCC1CCCO1)n2Cc1ccccc1 (stereo unspecified)
2	-13	2	-1	-11	-1.3	-2.5	16	6	CCn1c(=S)sc2c(=O)[nH]c(SCC(=O)Nc3cc(OC)ccc3OC)nc21
-2	1	16	1	18	0.3	0.1	-18	-4	CC1CCN(C2CC(=O)N(c3ccc(Br)cc3Br)C2=O)CC1 (stereo unspecified)
4	-14	27	0	8	0.8	-0.5	-12	-2	O=C(CN1C(=O)CCC1=O)NC(=O)NC1CCCC1
7	-8	-12	1	-3	-2.6	-2.2	1	6	O=c1c2ccccc2c2ccccc2c(=O)n1Cc1ccco1
6	-22	20	0	26	-2.3	-2.3	0	-2	COC(=O)c1c(NC(=O)C(C)(C)C)sc2c1CCN(Cc1ccccc1)C2
-3	-14	3	1	4	-4.5	0.1	6	-7	CCOC(=O)CSc1nc2sc(C)c(C)c2c(=O)n1C
2	-7	5	-4	4	-2.6	-3.5	8	6	COc1cc(C2N(c3ccccc3)CCN2c2ccccc2)ccc1OC(C)=O
1	-18	39	-3	6	-0.4	-0.1	-8	-22	COCCn1c(SCC(=O)NC2CCCC2)nnc1C(C)C
1	-1	9	3	4	-4.0	-1.3	8	-13	Cc1cc(N=Cc2c(O)n(-c3ccc4c(c3)OCO4)c(=O)c3ccccc23)ccn1
4	-10	32	5	10	-1.8	0.6	-5	5	O=C(Nc1cccc(-c2cnc3ccccc3n2)c1)c1ccncc1
-3	-11	-118	/	-10	-1.8	-1.3	-3	-2	CCOC(=O)c1n[nH]n2c1nc(=S)c1ccccc12
2	4	42	3	-8	-1.1	-1.9	-14	-4	CC(C)(C)NC(=O)COC(=O)c1ccc(Cl)cc1O
-4	-1	-8	-1	-6	-3.5	-1.9	15	1	CCN1CCCc2cc(CN(CCN3CCOCC3)C(=S)Nc3ccc(OC)c(OC)c3)ccc21
2	-3	10	5	37	-4.1	-3.8	7	-3	CCOc1c(Br)cc(CNc2ncn[nH]2)cc1OC
-1	-16	36	2	6	-2.3	-0.3	15	4	CC1=NN(C(N)=S)C(=O)C1N=Nc1ccc(S(N)(=O)=O)cc1 (stereo unspecified)
5	-8	0	-2	-3	-0.9	-1.2	-4	9	O=C1NC(c2ccccc2)=CC(c2ccccc2)N1 (stereo unspecified)
6	-3	22	2	13	1.7	1.4	-1	-1	CCc1ccc(NS(=O)(=O)c2c(C(=O)N3CCCCCC3)c(C)n(C)c2C)cc1
-2	-17	24	-5	5	-3.3	-2.1	8	2	CCOC(=O)c1sc(NC(=O)c2ccc(=O)[nH]c2)nc1C
-5	-4	-8	5	0	-4.2	-5.3	3	-23	CCOC(=O)c1nnn(-c2nonc2-n2cccc2)c1CN1CCOCC1
4	-15	-14	0	-10	-0.9	-1.7	-2	-4	Cc1ccc(NC(=O)c2cc(=O)c3ccccc3o2)cc1S(=O)(=O)N1CCCCC1
-5	-1	14	/	9	-2.4	-3.4	7	-3	CC(NC(=O)CSc1ncn[nH]1)c1ccc(Cl)cc1Cl (stereo unspecified)
0	-7	28	4	-12	-4.6	-2.2	-2	-1	CN(C)S(=O)(=O)c1cccc(NC(=S)NCCc2ccccn2)c1
5	8	24	2	39	-4.0	-1.8	-10	-6	CCOC(=O)C1=C(CN2CCCCC2)NC(=O)NC1c1cc(C)ccc1C (stereo unspecified)
-2	10	14	/	-3	0.0	-0.3	-4	6	Cc1ccc(N2CCN(C(=S)Nc3ccc(Cl)cc3)CC2)cc1
/	22	-11	-1	18	-1.3	-0.9	5	-4	COC(=O)[C@@]1(Cc2ccc(OC)cc2)[C@H]2c3cc(C(=O)N(C)C)n(CCc4ccc(OC)c(Br)c4)c3C[C@H]2CN1C(=O)c1ccccc1
/	-5	72*	4	-21	-3.6	-1.0	31*	4	O=C1CCN(N=Nc2cccc(Cl)c2)N1
2	1	6	3	15	0.4	2.5	-1	-1	CCc1ccccc1NC(=O)CN(C)Cc1c(O)ccc2ccccc12
-3	8	-5	2	15	-2.2	-2.4	-13	-6	O=C(/C=C/c1ccc(Cl)cc1Cl)NCc1ccncc1
3	-1	16	-1	4	-2.9	-2.5	1	-7	Cc1ccc(S(=O)(=O)N(C)C)cc1N
-6	5	48	-1	16	0.0	-0.8	2	-2	CC(C)(C)OC(=O)N1CC=C2C(C#N)=C(N)C(C#N)(C#N)C(c3cccs3)C2C1 (stereo unspecified)
5	-2	24	-9	5	-2.3	-2.2	7	7	O=C(O)c1cccc(Oc2ncnc3sc4c(c23)CCCC4)c1
3	-9	8	1	9	-3.4	-1.4	-6	-6	Nc1cccc(S(=O)(=O)c2cccc(N)c2)c1
2	3	103*	2	1	-5.1	-1.8	9	9	CCn1c(O)c(C=Nc2ccccc2)oc1=S
3	2	-14	5	-1	-1.2	-1.6	-7	3	CCOc1cccc(OCCCOc2ccccc2)c1
20*	-6	-17	-6	-1	-2.2	-2.6	7	6	CCN1CCN(c2cc(C)c3cc(NC(=S)N4CCN(c5ccccc5)CC4)ccc3n2)CC1
-1	-27	15	6	23	-3.8	1.0	-6	9	COC(=O)c1c(C(=O)OC)c(-c2ccc(OC)cc2)n2c1CS(=O)(=O)C2

(cont.)
IDE act	GPR7 antagonist	PHOSPHO1 block	IDE inh	NALP1 inh	IMP-1 inhibitor	VIM-2 inhibitor	M18AAP inhibitor	pCIP destab	Molecule
2	-9	41	2	-1	-0.6	-2.5	-2	2	CCOC(=O)C1=C(C)N(CC(C)C)C(=O)C1
1	6	16	-3	11	1.0	5.0	8	-18	COc1ccc(/C=N/c2oc(C)c(C)c2C#N)c(OC)c1
3	-12	14	2	-4	-2.6	-1.5	2	2	O=C(NC1CCN(S(=O)(=O)c2ccc(F)cc2)CC1)c1ccccc1
6	-12	8	5	10	-4.5	-2.2	7	-9	COc1cc(CN2CCN(C(c3ccccc3)c3ccccc3)CC2)cc(OC)c1OC
2	-14	22	2	4	-0.6	-0.3	2	-22	Cc1ccc2c(c1)N(C)/C(=C/c1cccc[n+]1CCO)S2
6	-9	19	0	5	-0.3	0.4	0	-4	Cc1ccc(NC(=O)C2(N(CC(C)C)C(=O)Cn3nnnc3N)CCCCC2)cc1
7	0	14	-1	36	0.6	0.7	12	-10	CCc1ccc(-n2c(SCC(=O)Nc3cccc(S(=O)(=O)NC4=NCCCCC4)c3)nc3ccccc3c2=O)cc1
-2	6	6	8	5	-5.6	-3.8	-1	-5	CCN(C(=O)CN1C(=O)S/C(=C\c2ccc(F)cc2)C1=O)C1CCS(=O)(=O)C1 (stereo unspecified)
2	-12	-12	-1	24	-3.6	-3.0	9	-3	CCN(Cc1cc(=O)n2ccsc2n1)c1cccc2ccccc12
5	-10	-4	-3	-16	-3.9	-2.8	2	-12	CSc1cccc(NC(=O)C2CCN(S(C)(=O)=O)CC2)c1
-3	-8	32	-1	34	-2.8	2.2	6	-4	CCOc1ccccc1C(=O)NC(C)c1ccc2c(c1)OCO2 (stereo unspecified)
5	-3	-2	3	38	-3.8	-1.8	-1	4	Cc1c(Cc2ccccc2)c(=O)oc2c(C)c(OCC(=O)Nc3ccc(C#N)cc3)ccc12
4	-3	42	-2	3	-4.2	-2.1	-4	-12	O=C(CN1CCN(c2ccc(F)cc2)CC1)Nc1nccs1

Full records as entered above. Screens in order: IDE act, GPR7 antagonist, PHOSPHO1 block, IDE inh, NALP1 inh, IMP-1 inhibitor, VIM-2 inhibitor, M18AAP inhibitor, pCIP destab
COc1ccc(/C=N/c2oc(C)c(C)c2C#N)c(OC)c1 as listed: 1, 6, 16, -3, 11, 1.0, 5.0, 8, -18
O=C(CN1CCN(c2ccc(F)cc2)CC1)Nc1nccs1 as listed: 4, -3, 42, -2, 3, -4.2, -2.1, -4, -12
Cc1c(Cc2ccccc2)c(=O)oc2c(C)c(OCC(=O)Nc3ccc(C#N)cc3)ccc12 as listed: 5, -3, -2, 3, 38, -3.8, -1.8, -1, 4
